# Screening results deposited in PubChem BioAssay by National Center for Advancing Translational Sciences (NCATS).
# KAT2A inh: qHTS Assay for Inhibitors of GCN5L2; Histone acetyltransferase KAT2A (Homo sapiens), Q92830; GCN5L2 HAT assay, ThioGlo1 CoA-SH fluorescence; Potency, µM (series often up to 58.9 µM), without a hit: at the highest dose activity change, negative = inhibition, actives largely listed as inhibitors; 390,000 compounds, 0.21% hits; AID 504327, 2011
#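 Free CoA generated was detected with ThioGlo1 (50uM) fluorescence at Ex340nm/Em540nm, read immediately and after 20 min at room temperature. Enzyme, 20 nM in HEPES pH 7.5 buffer, saw compounds 15 min before adding 75uM H3(1-25) peptide and 70uM acetyl-CoA.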
# FEN1 inh: qHTS Assay for the Inhibitors of Human Flap endonuclease 1 (FEN1); Potency, µM (highest dose often 114 µM), for the others: at the highest dose activity change, negative = inhibition, usual class: inhibitors; Recombinant FEN1 flap cleavage, fluorescence, 15 min; 390,000 compounds, 0.35% hits; P39748; further: nearly all actives have a fitted effect of over 65% in size
# Target sequence (P39748 whole entry, looked up): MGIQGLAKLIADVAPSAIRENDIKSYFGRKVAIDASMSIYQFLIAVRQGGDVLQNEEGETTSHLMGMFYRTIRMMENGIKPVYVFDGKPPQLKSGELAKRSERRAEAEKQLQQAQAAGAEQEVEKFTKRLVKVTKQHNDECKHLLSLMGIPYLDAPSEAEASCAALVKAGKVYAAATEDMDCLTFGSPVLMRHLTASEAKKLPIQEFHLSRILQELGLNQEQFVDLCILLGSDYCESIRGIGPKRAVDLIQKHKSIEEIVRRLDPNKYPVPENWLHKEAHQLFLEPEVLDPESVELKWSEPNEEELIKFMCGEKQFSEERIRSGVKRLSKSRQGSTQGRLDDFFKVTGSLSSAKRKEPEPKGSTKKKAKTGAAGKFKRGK
#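 Concentration–response screening of FEN1 (10 nM): 15 min compound preincubation at room temperature, reaction started with 50 nM substrate and read at 0 and 15 min. Corrected, normalized data were fitted by a four-parameter Hill equation.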
# N370S GC mod: qHTS Assay for Inhibitors and Activators of N370S glucocerebrosidase as a Potential Chaperone Treatment of Gaucher Disease; N370S GC spleen homogenate, 4MU-glucoside fluorescence; Potency, µM (top dose mostly 59.4 µM), for inactives: at the top dose activity change, negative = inhibition, usual class: inhibitors; 330,000 compounds, 0.092% hits;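 further: 0% = full enzyme activity and -100% = no enzyme basal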
# Numbers without * were called inactive; ? = inconclusive; . = no result given; & = joins results of further samples; [ ] = remark or other dose. The call rests on the fitted dose curve; in most records, active means well fitted curve in the direction sought with a large enough effect; inconclusive means small, poorly fitted or top-dose-only effect, or another doubt; inactive means no such curve, though single readings can be large; an effect the other way counts as inactive or inconclusive. Unless noted, on the % scale 0 is the no-effect control and ±100 the full control effect; potency means the concentration at half of the fitted maximal effect.
SMILES,KAT2A inh,FEN1 inh,N370S GC mod
C/C(=N\NC(=O)C1(C)CC1(Br)Br)c1cccc(NC(=O)c2ccc(C)o2)c1 (stereo not drawn),-23.5%,5.2%,-10.3%
CCc1nc(C)cn1S(=O)(=O)c1cc(Br)c(C)cc1OC,-0.1%,-9.1%,0.4%
Cc1cc(C(=O)CSc2nn3c(=O)c(C(C)(C)C)nnc3s2)c(C)n1C,-10.2%,14.0%,8.4%
COC(=O)CSc1[nH]c(=O)cc(C)c1C#N,-4.9%,6.2%,-6.8%
CC(C)(C)NC(=O)NC(=O)COC(=O)CNC(=O)C1CCCCC1,1.1%,3.8%,2.5%
CN(C)S(=O)(=O)c1ccc(C(=O)NCCSc2c(-c3ccc(Br)cc3)[nH]c3ccccc23)cc1,1.6%,-4.5%,.
O=S(=O)(NCC1CCCO1)c1ccc(Oc2ccccc2)cc1 (stereo not drawn),-1.7%,7.3%,3.4%
O=C(O)CSc1c2c(nc3cc(C(=O)N4CCOCC4)ccc13)CCCC2,-8.7%,-11.4%,.
NC(=O)C[C@@H]1NC(=O)[C@H](CCC(=O)O)NC(=O)c2cc([N+](=O)[O-])cc(I)c2OCC[C@@H](C(N)=O)NC1=O,-7.3%,-5.7%,-0.1%
CCC1CN(C(=O)Nc2ccc(C)cc2)c2cc(C)ccc2O1 (stereo not drawn),-2.2%,-3.0%,-14.0%
CC(=O)Nc1ccc(SCC(=O)c2cc(C)n(-c3ccccc3F)c2C)cc1,-5.3%,3.8%,8.9%
O=C(NCC1CCCO1)c1ccc(Oc2ccc([N+](=O)[O-])cc2)cc1 (stereo not drawn),0.5%,-0.5%,-2.8%
COCCNc1nc2c(c(=O)n(C)c(=O)n2C)n1Cc1c(F)cccc1Cl,-3.8%,0.6%,.
Cc1cc(=O)[nH]c(SCC(=O)N2CCC(Cc3ccccc3)CC2)n1,-6.3%,-5.3%,-1.1%
N#CCCN(CCC#N)C(=S)NC1CC2C=CC1C2 (stereo not drawn),-0.7%,0.6%,6.3%
COC(=O)c1scc(S(C)(=O)=O)c1-n1cccc1,0.6%,9.3%,4.9%
COc1ccc(C2CC(c3cccs3)=NN2C(=O)CSc2nncs2)cc1OC (stereo not drawn),-8.4%,0.5%,2.7%
O=C(NCc1ccccc1)c1cnc(Cl)c(Cl)c1,-0.9%,-0.6%,3.2%
Cc1ccc(-n2cc(CNC(C)Cn3cncn3)c(-c3ccc(F)cc3)n2)cc1 (stereo not drawn),-9.0%,0.0%,10.8%
COc1ccc(C(C)=O)cc1COc1cccc2c1OC(C)(C)C2,-1.2%,-0.8%,-1.5%
O=C(/C=C/c1cccc(Br)c1)N1CCN(c2ccccn2)CC1,-5.3%,-1.9%,6.2%
CC(=O)N1CCc2c(sc3c2c(=O)n(-c2cc(Cl)ccc2C)c(=O)n3C)C1,0.2%,12.6%,.
Cc1ccccc1/C=N/n1c(-c2ccccn2)n[nH]c1=S,0.9%,-8.1%,3.0%
CCCCC(CC)CNC(=O)C(Cc1ccccc1)NS(=O)(=O)c1ccc2c(c1)CCC(=O)N2 (stereo not drawn),-3.3%,11.8%,?
O=C(c1ccc(NS(=O)(=O)c2ccc(F)cc2)cc1)N1CCCCC1,-6.9%,-6.2%,-1.5%

# Limited to N370S GC mod and FEN1 inh, for 2 of the compounds above:
compound	N370S GC mod	FEN1 inh
N#CCCN(CCC#N)C(=S)NC1CC2C=CC1C2 (stereo not drawn)	6.3%	0.6%
COC(=O)c1scc(S(C)(=O)=O)c1-n1cccc1	4.9%	9.3%

# Continued.
SMILES,KAT2A inh,FEN1 inh,N370S GC mod
COc1ccc(C(=O)COC(=O)CCn2nnc(-c3cccc(O)c3OC)n2)cc1,1.1%,-3.0%,3.4%
COc1cc(-c2noc(CCC(=O)NC3CCCCC3)n2)cc(OC)c1OC,1.1%,4.3%,-0.1%
Oc1ccc(Cl)cc1N=Nc1ccccc1,-13.8%,4.6%,-1.4%
Cc1ccc(C2CC(c3cccs3)=NN2C(=O)CSc2nc(=O)n3cc(C)ccc3n2)cc1 (stereo not drawn),-3.7%,4.4%,0.6%
Cc1cc(C)c(NC(=O)CNC(=O)c2ccccc2SCC(=O)N2CCCC2)c(C)c1,-4.6%,1.0%,.
CCOC(=O)c1c(S(=O)(=O)NCC(=O)Nc2cc(C)ccc2C)c(C)n(C)c1C,-1.4%&-4.1%,-12.1%&-8.9%,-9.9%
O=C(c1ccc2c(Cl)c3c(nc2c1)CCCC3)N1CCN(c2ccccc2)CC1,-1.1%,12.4%,.
N#Cc1c2c(c(NCc3ccco3)n3c1nc1ccccc13)CCC2,-0.3%,-0.7%,?
COc1ccc(NC(=O)c2oc3ccc(S(=O)(=O)N4CCCCC4)cc3c2C)cc1,-16.1%,-16.1%,.
Cc1cc(C)n(-c2nc(NCC(C)O)c3c4c(sc3n2)COC(C)(C)C4)n1 (stereo not drawn),23.8%,-5.3%,3.6%
CCOC(=O)CN1CC23C=CC(O2)C(C(=O)NC2CCCCCC2)C3C1=O (stereo not drawn),-4.4%,29.0%,3.6%
Clc1ccc(CSc2nc(NCCc3ccccc3)c3ccccc3n2)cc1,1.1%,-2.5%,.
CC(=O)OCCC(C)C,-4.5%,20.5%,1.0%
CCN(C(=O)CN1C(=O)/C(=C/c2ccccc2)SC1=S)C1CCS(=O)(=O)C1 (stereo not drawn),-8.1%,6.6%,-1.7%
Cc1ccc(S(N)(=O)=O)cc1NC(=O)C1CC2CCC1C2 (stereo not drawn),0.9%,-15.0%,0.0%
Cn1c(CNC(=O)c2ccccc2F)nnc1SCc1ccc(F)cc1,-0.2%,-8.7%,13.8%
O=C(Oc1ccc(=O)n(-c2ccccc2)n1)c1ccc(F)cc1,-5.8%,-2.6%,-1.2%
O=C(COC(=O)c1cc(S(=O)(=O)N2CCOCC2)ccc1Cl)NC1CC1,-0.3%,-20.1%,.
CC(=O)N1CCc2c(sc(NC(=O)CSc3ccccc3)c2-c2nc3ccccc3s2)C1,-13.2%,7.1%,.
Cc1cc(OCC(=O)NCc2cccnc2)c2c(C)cc(=O)oc2c1,-2.8%,-21.2%,-11.2%
Cc1ccc(CS(=O)(=O)c2ccc(C(=O)N3CCCCC3)cc2[N+](=O)[O-])cc1,-10.3%,2.9%,-18.0%
O=S(=O)(Nc1ccc2c(c1)OCO2)c1ccc(F)c(F)c1,-4.5%,3.7%,.
CN1C(=O)CC(N2CCN(c3ccccn3)CC2)C1=O (stereo not drawn),2.6%,-1.0%,11.9%
CCCCN(CC)CCCNC(=O)c1cc2c(=O)n(CC)c3ccccc3c2s1,18.0%,-1.5%,-1.9%
CN(CCc1ccccc1)c1ccc([N+](=O)[O-])cn1,-7.9%,11.0%,1.9%
# (further entries)
SMILES,KAT2A inh,FEN1 inh,N370S GC mod
CN(C)C(CNC(=O)c1ccccc1C(F)(F)F)c1ccco1 (stereo not drawn),-2.4%,14.1%,1.0%
CC(C)(C)NC(=O)C(c1ccccn1)N(C(=O)c1ccc2c(c1)OCCO2)C1CCCC1 (stereo not drawn),-24.3%,-1.3%,2.2%
CCC(C)c1ccc(NC(=O)Nc2cccnc2)cc1 (stereo not drawn),-6.9%,1.9%,?
CCCCNc1nc(CC)c2c(c1C#N)CCCC2,?,0.0%,13.0%
CCCCOC(=O)C1=C(C)NC(=O)NC1c1cc2c(cc1Br)OCO2 (stereo not drawn),0.7%,-21.5%,-0.5%
Cc1c(C(=O)NCc2ccc(F)cc2)c(-c2ccccc2)nn1-c1ccccc1,2.5%,-3.6%,5.3%
CC1CCCCC1NC(=S)NC(=O)c1cccs1 (stereo not drawn),-6.3%,-12.0%,?
COc1cc(-c2nnc(SCC(=O)Oc3ccc(C)cc3C)o2)cc(OC)c1OC,-6.7%,-8.6%,.
NC(=O)/C=C/C(=O)Nc1ccc(Cl)cc1,0.8%,0.7%,-10.1%
Cc1nn2c(NCCCN3CCOCC3)c3c(nc2c1-c1ccccc1)CCC3,-2.4%,-1.0%,9.8%[2.35 µM]
Cc1ccccc1-c1cc2nc(C)c(C)c(=O)n2[nH]1,-27.8%,1.2%,-1.6%
COc1ccc(CNCC(O)(c2ccccc2)c2ccc(F)cc2)cc1OC (stereo not drawn),7.0%,6.1%,-9.9%
CCOC(=O)C1(Cc2cccc(OC)c2)CCCN(C(=O)c2cc(CC(C)C)[nH]n2)C1 (stereo not drawn),-1.6%,-3.8%,-17.2%
O=C(C1CCN(S(=O)(=O)c2ccc(Cl)cc2)CC1)N1CCCCCCC1,-1.9%,-13.2%,-8.9%
O=C(c1ccc(-n2nc(C(F)(F)F)c3c2CCCC3)cc1)N1CCOCC1,-10.2%,15.9%,-5.3%
O=S(=O)(c1ccc2nc(Nc3ccc(F)cc3)ccc2c1)N1CCCC1,-12.9%,5.4%,.
C=CCSc1cc(C)nc2c(-c3ccccc3)cnn12,-8.6%,-1.5%,5.8%
COc1cc2c(cc1NC(C)=O)CCCC2,-2.4%,0.1%,.
CCOC(=O)N1CCN(C(=O)c2ccc3c(Cl)c4c(nc3c2)CCCC4)CC1,-6.1%,-9.8%,-8.6%
CSc1nc(N)nc2c1ncn2CC(=O)NCc1ccc2c(c1)OCO2,-4.3%,-16.5%,.
CC1CC(C)CN(CCOc2ccc(Cl)cc2Cl)C1 (stereo not drawn),-4.7%,8.9%,-5.5%
Cc1ccccc1C(=O)NC(=S)N(C)CCc1ccccn1,1.8%,-4.2%,1.9%
Clc1ccc(-c2nsc(N3CCOCC3)n2)c(Cl)c1,-2.0%,-1.6%,-9.7%
COc1cc(C2c3c(oc4ccc(F)cc4c3=O)C(=O)N2Cc2ccc3c(c2)OCO3)ccc1O (stereo not drawn),4.4%,1.7%,.
COCCCNc1ncnc2c1[nH]c1ccccc12,1.5%,.,-0.5%
# Next part.
SMILES,KAT2A inh,FEN1 inh,N370S GC mod
O=C(Nc1cnccn1)c1cccnc1,-9.5%,3.8%,2.3%
CC(C)CCC[C@@H](C)[C@H]1CC[C@H]2[C@@H]3CC=C4CC(O)CC[C@]4(C)[C@H]3CC[C@]12C (stereo partly drawn),23.2%,.,-11.7%
Cc1ccc(C2c3c(-c4ccccc4O)n[nH]c3C(=O)N2Cc2ccncc2)cc1 (stereo not drawn),-19.5%,-14.9%,-14.5%
COc1cc(/C=N/NC(=O)c2sc3ccccc3c2Cl)ccc1OC(=O)c1ccc([N+](=O)[O-])cc1,-2.4%,18.7%,-6.2%
CN(C)C(=O)CC12CC3CC(C1)CC(CC(=O)N(C)C)(C3)C2,4.4%,5.8%,7.1%
CCCCC(=O)Nc1nc(C)c(-c2csc(Nc3ccc(Cl)cc3)n2)s1,-12.7%,-0.1%,-7.1%
NS(=O)(=O)c1ccc(NC(=S)NC(=O)/C=C/c2ccco2)cc1,-6.7%,-2.0%,-21.6%
Cc1cccc(C)c1N1CCN(c2cc(Cl)nc(N)n2)CC1,29.8%,-3.8%,-3.7%
CCOC(=O)c1c(NC(C)=O)sc2c1CCCNC2=O,-4.2%,-7.2%,11.3%
CC1CCCCN1C(=O)COC(=O)c1n[nH]c2ccccc12 (stereo not drawn),-1.6%,-7.6%,17.2%
O=C(CCNS(=O)(=O)c1cccc(C(F)(F)F)c1)NC1CC1,-6.6%,-8.3%,.
CC(=O)NC1C(=O)N=C(SCC(=O)Nc2cccc(Cl)c2)NC1=O (stereo not drawn),-1.2%,-4.0%,12.9%
Cc1ccc(C(NC(=O)N2CCCCC2)=C(Cl)Cl)cc1F,-5.2%,1.1%,-4.0%
O=C(Cc1cccs1)NCCc1ccc(F)cc1,-4.5%,2.6%,-3.7%
Cc1nc2ccccc2c(=O)n1Cc1ccco1,3.2%,2.0%,-0.8%
CCOC(=O)c1cnc2c(ccc3ccccc32)c1NCCO,-4.6%,?,4.8%

# Grouped by structure: the entries above containing two or more sulfur atoms.
SMILES,KAT2A inh,FEN1 inh,N370S GC mod
Cc1cc(C(=O)CSc2nn3c(=O)c(C(C)(C)C)nnc3s2)c(C)n1C,-10.2%,14.0%,8.4%
CN(C)S(=O)(=O)c1ccc(C(=O)NCCSc2c(-c3ccc(Br)cc3)[nH]c3ccccc23)cc1,1.6%,-4.5%,.
COC(=O)c1scc(S(C)(=O)=O)c1-n1cccc1,0.6%,9.3%,4.9%
COc1ccc(C2CC(c3cccs3)=NN2C(=O)CSc2nncs2)cc1OC (stereo not drawn),-8.4%,0.5%,2.7%
Cc1ccc(C2CC(c3cccs3)=NN2C(=O)CSc2nc(=O)n3cc(C)ccc3n2)cc1 (stereo not drawn),-3.7%,4.4%,0.6%
CCN(C(=O)CN1C(=O)/C(=C/c2ccccc2)SC1=S)C1CCS(=O)(=O)C1 (stereo not drawn),-8.1%,6.6%,-1.7%
CC(=O)N1CCc2c(sc(NC(=O)CSc3ccccc3)c2-c2nc3ccccc3s2)C1,-13.2%,7.1%,.
CC1CCCCC1NC(=S)NC(=O)c1cccs1 (stereo not drawn),-6.3%,-12.0%,?
CCCCC(=O)Nc1nc(C)c(-c2csc(Nc3ccc(Cl)cc3)n2)s1,-12.7%,-0.1%,-7.1%
NS(=O)(=O)c1ccc(NC(=S)NC(=O)/C=C/c2ccco2)cc1,-6.7%,-2.0%,-21.6%

# Compounds as they come; any-hit rate near 0.54%.
